# Artemis inh = blocks endonuclease activity of human Artemis. inhibition, % at 10 µM. AID 686954. recombinant Artemis, quenched FAM hairpin cleavage fluorescence. 30,000 compounds, 0.78% hits. Q96SD1;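 active means at 10 µM dose, at least 30% inhibition, measured as corrected fluorescence normalized to stimulator and neutral control wells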
# Target sequence (Q96SD1 whole entry, looked up): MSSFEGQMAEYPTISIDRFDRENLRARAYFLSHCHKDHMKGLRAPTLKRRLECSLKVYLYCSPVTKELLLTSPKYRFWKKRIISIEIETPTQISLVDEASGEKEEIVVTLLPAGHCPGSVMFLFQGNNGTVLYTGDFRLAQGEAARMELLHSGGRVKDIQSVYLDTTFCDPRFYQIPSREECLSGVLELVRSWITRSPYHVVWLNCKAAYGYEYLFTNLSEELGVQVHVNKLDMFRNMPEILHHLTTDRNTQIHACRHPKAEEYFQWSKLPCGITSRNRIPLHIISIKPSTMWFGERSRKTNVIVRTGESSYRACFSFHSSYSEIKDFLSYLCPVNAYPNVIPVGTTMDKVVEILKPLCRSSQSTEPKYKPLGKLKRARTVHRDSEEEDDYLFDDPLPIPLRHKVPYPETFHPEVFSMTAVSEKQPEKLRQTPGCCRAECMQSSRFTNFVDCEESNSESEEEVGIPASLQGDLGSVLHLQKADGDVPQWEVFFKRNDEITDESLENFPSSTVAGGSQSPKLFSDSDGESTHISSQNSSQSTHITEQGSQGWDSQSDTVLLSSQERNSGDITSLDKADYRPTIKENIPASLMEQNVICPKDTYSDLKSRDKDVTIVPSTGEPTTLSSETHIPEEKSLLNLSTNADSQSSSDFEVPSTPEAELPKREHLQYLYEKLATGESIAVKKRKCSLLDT
# * = called active by the depositor. An excerpt (hit frequency here may not be typical).
SMILES,Artemis inh
COc1cc(C(c2nnnn2C(C)(C)C)N2CCN(c3nc4ccccc4s3)CC2)ccc1O (configuration not stated),4.5
COc1ccc(-c2nn(-c3ccccc3)cc2C#N)cc1,6.4
CCNC(=S)Nc1cccc(Cl)c1C,0.5
CCCC(c1nnnn1Cc1ccccc1)N1CCC(C(N)=O)CC1 (configuration not stated),-6.6
COCc1nn2c(N)c(C#N)cnc2c1-c1ccccc1,-5.5
O=C1C=C(O)CC(c2ccco2)C1 (configuration not stated),-7.4
COCc1cc(C)nc2sc(C(=O)OC(C)C)c(N)c12,-1.3
Cc1ccc(C)n1-c1sccc1C(=O)O,32.8*
CC(C)CNS(=O)(=O)c1ccc(CCC(=O)N2CCN(Cc3ccccc3)CC2)cc1,-11.6
CCC(Oc1ccccc1)C(=O)Nc1ccc(S(=O)(=O)Nc2cnc3ccccc3n2)cc1 (configuration not stated),13.4
CN(C)CC/C=C1/c2ccccc2Sc2c(O)cc(Cl)cc21,7.7
N#C/C=C(/N)N1CCN(c2ccc(Cl)c(Cl)c2)CC1,2.8
CCn1c(=O)n(CC(=O)N2CCN(c3ccccc3F)CC2)c(=O)c2ccccc21,2.7
O=C1CC(=O)N(CCNc2ncc(C(F)(F)F)cc2Cl)C(=O)N1,13.0
CC(=O)Nc1ccc(S(=O)(=O)NCC2CCC(C(=O)N3CCN(c4ccccn4)CC3)CC2)cc1 (configuration not stated),8.4
COC(=O)c1ccc(CSc2nc3ccccc3[nH]2)o1,-3.2
COc1cccc(OCCOCCN(C)CCO)c1,-7.9
CCOc1nnnc2c1sc1nc(N3CCOCC3)c3c(c12)CCCC3,10.0
CCS(=O)(=O)N1CCN(Cc2nc3ccccc3c(=O)[nH]2)CC1,-8.4
Cc1c(CCOC(=O)C2C3CC4CC(C3)CC2C4)sc[n+]1CC(=O)c1ccc(Br)cc1 (configuration not stated),13.2

# In a second layout: results already given.
> CCC(Oc1ccccc1)C(=O)Nc1ccc(S(=O)(=O)Nc2cnc3ccccc3n2)cc1 (configuration not stated)
  Artemis inh: 13.4

> CN(C)CC/C=C1/c2ccccc2Sc2c(O)cc(Cl)cc21
  Artemis inh: 7.7

> N#C/C=C(/N)N1CCN(c2ccc(Cl)c(Cl)c2)CC1
  Artemis inh: 2.8

> CCn1c(=O)n(CC(=O)N2CCN(c3ccccc3F)CC2)c(=O)c2ccccc21
  Artemis inh: 2.7

# The results go on:
SMILES,Artemis inh
CCC1c2ccc(C)n2CCN1C(=O)Nc1ccccc1C(=O)OC (configuration not stated),-1.6
COc1ccc(NC(=O)C2CCC(C)(C(=O)O)C2(C)C)cc1 (configuration not stated),-1.9
CCOC(=O)C1/C(=N\O)CC(C)(O)C(C(=O)OCC)C1c1ccc(OC)c(OC)c1 (configuration not stated),-8.9
CCS(=O)(=O)N1CCN(c2ccc([N+](=O)[O-])c(N3CCOCC3)c2)CC1,0.4
Cc1cccc(C(=O)Nc2ccccc2SCC2CSc3nc4ccccc4c(=O)n32)c1 (configuration not stated),6.1
COC(=O)C1=C(C)NC(=O)C1(Nc1nccs1)C(F)(F)F (configuration not stated),5.5
O=C(Cn1nnc(-c2ccccc2)n1)NCc1ccc2c(c1)OCO2,-6.2
CCOc1cccc(NC(=O)CC#N)c1,-5.9
O=C(C(c1ccccc1)N1CCOCC1)N1CCOCC1 (configuration not stated),11.2
O=C(OCC(=O)N1CCOCC1)c1ccccc1SCC(=O)N1CCCC1,0.8
CC(=O)c1c(N2CCCCC2)nc(=O)n(-c2ccccc2)c1C,1.5
Cc1cc(=O)n2nc(N3CCC(C(=O)NCc4cccnc4)CC3)sc2n1,-2.5
O=C(Nc1ccc(N2CCOCC2)c(Cl)c1)c1cc2ccccc2o1,-3.4
Cc1ccc2cccc(SCC(=O)N3CCOCC3)c2n1,0.3
CC1=NOC(=O)/C1=C\c1ccc(-c2cc(Cl)ccc2Cl)o1,36.5*
C=CCn1c(SCC(=O)Nc2ccccc2C)nnc1-c1ccncc1,13.9
CCN1C=C(Cc2ccc(F)cc2)C2=C(C1)C(c1ccc(F)cc1)C(C#N)=C(N)O2 (configuration not stated),11.4
CCOC(=O)C1C(C#N)=C(N)OC(C)=C1c1ccncc1 (configuration not stated),-5.7
Brc1ccc(C2=Nn3c(nnc3-c3cccnc3)SC2)s1,11.7
COc1cc(C2CC(=O)NC3=C2C(=O)CC(C)(C)C3)ccc1O (configuration not stated),-9.7

# Single entries from the entries so far.
# CC(=O)c1c(N2CCCCC2)nc(=O)n(-c2ccccc2)c1C @ Artemis inh: 1.5
# CCOC(=O)C1C(C#N)=C(N)OC(C)=C1c1ccncc1 (configuration not stated) @ Artemis inh: -5.7

# Other entries
SMILES,Artemis inh
CCOc1ccccc1OCCCOc1ccc([N+](=O)[O-])cc1Cl,-8.2
O=C(NCc1ccc2c(c1)OCO2)c1ccc(CN2CCc3ccccc3C2)cc1,-3.5
Cc1onc(-c2c(Cl)cccc2Cl)c1C(=O)Nc1ccc2c(c1)OCCO2,5.6
Cc1nn(-c2ccccc2)c2sc(C(=O)N(CC(=O)NC(C)(C)C)Cc3ccco3)cc12,2.0
Cc1ccc(S(=O)(=O)c2c(C)nn(C(C)(C)C)c2OC(=O)c2cccs2)cc1,-5.4
O=C(Cc1c[nH]c2ccccc12)OCC(=O)c1ccccc1,0.9
CC(=O)Nc1ccc(S(=O)(=O)n2nc(C)cc2C)cc1,3.9
CCOC(=O)c1c(C)[nH]c(C(=O)COC(=O)c2ccc(F)c(S(=O)(=O)N3CCOCC3)c2)c1C,-3.8
Cc1cccc(/C=N\NC(=O)c2csnn2)c1,-4.8
Cc1ccc(S(=O)(=O)N2CCN(C(=O)CSc3nnnn3C)C2)cc1,-1.1
Cc1ccc(-c2nnc(N(C)C(=O)C3CCCO3)s2)cn1 (configuration not stated),-0.6
Cc1ccc(S(=O)(=O)NCC(=O)N(CCc2ccccc2)CC(=O)NCc2ccco2)cc1,-2.1
COc1cccc(OC)c1C(=O)Nc1ccc(S(=O)(=O)Nc2cc(C)nc(C)n2)cc1,4.5
COc1ccc(/C=N/c2oc(-c3ccccc3)cc2C#N)cc1OC,-4.1
COc1ccccc1-c1cc(N)n[nH]1,-8.4
O=C(CSc1nnc(CCc2nc3ccccc3[nH]2)n1-c1ccccc1)NCc1ccccc1,2.4
Brc1ccc(CSc2ncn[nH]2)cc1,-5.7
COc1ccc(Br)cc1C(=O)O,-6.6
CCNC(=O)c1ccccc1NC(=O)c1cccc(S(=O)(=O)N2CCC(C)CC2)c1,2.8
Cc1ccc(-n2c(CNc3ccc(F)cc3)nnc2SCC(=O)N2CCOCC2)cc1,-6.3

# A section from the list above, as a working copy:
SMILES,Artemis inh
O=C(CSc1nnc(CCc2nc3ccccc3[nH]2)n1-c1ccccc1)NCc1ccccc1,2.4
Brc1ccc(CSc2ncn[nH]2)cc1,-5.7
COc1ccc(Br)cc1C(=O)O,-6.6
CCNC(=O)c1ccccc1NC(=O)c1cccc(S(=O)(=O)N2CCC(C)CC2)c1,2.8
Cc1ccc(-n2c(CNc3ccc(F)cc3)nnc2SCC(=O)N2CCOCC2)cc1,-6.3

# (further entries)
SMILES,Artemis inh
CCC(CC)C(=O)c1c[nH]c(C(=O)NCC2CCCO2)c1 (configuration not stated),-13.4
CCOC(=O)/C(C#N)=C\C1=C(N2CCCC2)CC(C)(C)OC1,-12.5
CC(C)C(=O)NC(=S)Nc1ccc(S(=O)(=O)NC(C)(C)C)cc1,-3.0
COc1ccc(C)cc1NC(=O)CN(C)S(=O)(=O)c1cccs1,1.2
COc1ccccc1N1CCN(CC(=O)Nc2ccc(C)c(F)c2)CC1,-8.4
COc1ccc(NC(=O)Nc2ccccc2C)c(OC)c1,0.2
CC(=O)OC(Cn1ccnc1)c1ccccc1 (configuration not stated),2.2
CN1CC=C2C(C#N)=C(N)C(C#N)(C#N)C(c3ccsc3)C2C1 (configuration not stated),-12.5
N/C(=N\c1nc2ccccc2o1)NC(=O)c1ccccc1,4.9
O=C(CCNC(=O)Cn1ccc2ccccc2c1=O)NCCN1CCc2ccccc2C1,0.6
Cn1c(=O)n(CCCOc2ccc(Cl)cc2)c2ccccc21,-3.7
Cc1ccc(CSCc2nnc(SCC(=O)N3CCN(c4ccccc4)CC3)n2C)cc1,6.3
O=C(CN(C(=O)CCC(=O)Nc1nccs1)c1ccc2c(c1)OCCO2)NCc1ccco1,-1.8
CN(C)c1cccc(C(=O)OCC(=O)NCC2CCCO2)c1 (configuration not stated),-4.7
COc1cc(CNC2CCCC2)cc(Cl)c1OCc1ccc(F)cc1,6.2
CCN(CC)c1ccc(C(=O)OCC(=O)N2CCN(c3ccccc3)CC2)cc1,-4.7
CCc1cc([N+](=O)[O-])cc(CC)c1N,-5.7
Cc1cccc(/C=N\NC(=O)c2sccc2-n2cccc2)c1,-11.9
C=CCOC(=O)Nc1c(C(=O)OC)[nH]c2ccccc12,-1.0
CCOC(=O)COc1cc2c3c(c(=O)oc2cc1C)CCCC3,-0.7
COc1ccc(S(=O)(=O)Nc2ccc(Oc3ncccn3)c(Cl)c2)cc1,2.3
Cc1nc2ccc(S(=O)(=O)NCC(=O)N3CCCCC3)cc2s1,-5.5
COC(=O)c1c(C)nc2c(c(SC)nn2-c2ccccc2)c1N,-1.9
O=C(Nc1nnc(SCc2ccc(Cl)cc2)s1)c1ccco1,8.5
O=C(COC(=O)[C@H](Cc1ccccc1)NC(=O)c1ccco1)NC(c1ccccc1)c1ccccc1,13.9
Cc1cc(=O)oc(C)c1C(=O)OCC(=O)c1ccc(Br)cc1,-4.9
CCOC(=O)c1c(NCC(C)C)c2ccccc2[nH]c1=O,0.6
CC(C)(NO)/C(=N\O)c1ccccc1,-3.8
O=C1NC(=O)C(c2cn(-c3ccccc3)nc2-c2ccc(F)cc2)N1 (configuration not stated),-2.4
Cc1ccc(Cn2c(=O)c3c(nc4n3CCCN4Cc3ccccc3)n(C)c2=O)cc1,18.6
COc1ccc(-n2nc3c(c2NC(=O)C2CC2)CS(=O)C3)cc1 (configuration not stated),-7.2
CCOc1ccc2oc(-c3ccccc3)c(C(=O)N3CCN(CCO)CC3)c2c1,-13.7
Cc1ccccc1C(=O)N1CCN(c2ccc(NC(=O)CSc3ccc(Cl)cc3)cc2)CC1,21.3
COc1ccc(CCNC(=S)Nc2cc(C)cc(C)c2)cc1,3.3
O=C(N/N=C/c1cccc(F)c1)c1csc2c1CCCC2,0.3
CS(=O)(=O)N1CCC(c2noc(-c3ccc(C(F)(F)F)cc3)n2)CC1,-5.8
Cc1ccc(S(=O)(=O)N/N=C/C(C)(C)CO)cc1,-5.4
CN(Cc1nc(-c2cccnc2)no1)S(=O)(=O)c1ccccc1,2.6
O=C(Cn1ccc2ccccc2c1=O)N1CCN(Cc2ccc3c(c2)OCO3)CC1,2.6
COc1cccc(NC(=O)CSc2nccn2-c2cccc(OC)c2)c1,-7.2

# The closing 2 compounds of the part before are carried over, then new ones follow:
SMILES,Artemis inh
O=C(Cn1ccc2ccccc2c1=O)N1CCN(Cc2ccc3c(c2)OCO3)CC1,2.6
COc1cccc(NC(=O)CSc2nccn2-c2cccc(OC)c2)c1,-7.2
O=C(CCNS(=O)(=O)c1ccc(Br)s1)N1CCCCC1,1.3
CCOC(=O)C1CCCN(C(=O)Cc2ccc(Cl)cc2)C1 (configuration not stated),-1.8
Cc1ccc(/C(O)=C2/C(=O)C(=O)N(Cc3cccnc3)C2c2ccccn2)cc1 (configuration not stated),-5.4
Cc1nnc(SCC(=O)N2CCN(S(=O)(=O)c3ccc(Cl)cc3)CC2)n(N)c1=O,-2.0
CC(=O)NCCc1ccc(S(=O)(=O)N2CCCC2)cc1,-0.8
O=C1C2C3CCCC3=C3CCCC3C2C(=O)N1c1ccc(Cl)cc1 (configuration not stated),6.0
CCCn1c(=O)c(Cc2ccccc2)c(O)c2ccccc21,-4.5
O=C(O)[C@@H]1CCCN1c1ncnc2sc3c(c12)CCC3,-8.2
Cc1c(/C(O)=C2\C(=O)C(=O)N(CCN(C)C)C2c2cccnc2)cnn1-c1ccccc1 (configuration not stated),8.8
C=C(C)COc1ccc(-c2nc(N)ncc2Oc2ccccc2OCC)c(O)c1,-5.4
CCOC(=O)CSc1cc(=O)n(C)c2cc(Cl)ccc12,6.0
O=C(CSc1nnc(-c2ccccc2)n1Cc1ccco1)NCc1ccc2c(c1)OCO2,-4.5
CCOC(=O)c1[nH]c2ccc(F)cc2c1NC(=O)CN1CCN(C/C=C/c2ccccc2)CC1,2.1
COC(=O)C1=CNC=C(C(=O)OC)C1c1cccc(OC)c1,-3.1
CCOc1ccc(S(=O)(=O)N2CCc3ccccc3C2)cc1,5.8
Nc1c(N(C(=O)Nc2ccc(Cl)c(Cl)c2)C2CCCC2)c(=O)[nH]c(=O)n1Cc1ccccc1,5.5
Cc1ccc(-n2nc(C)c3c2OC(N)=C(C#N)C3c2ccccc2F)cc1 (configuration not stated),1.4
O=C1c2ccccc2C(=O)N1CCCP(=O)(O)CCc1ccccc1,-5.0
COc1ccccc1-n1c(CNC(=O)c2ccco2)nnc1SCC(=O)Nc1cc(C)ccc1C,-12.8
Cc1nc(Sc2nnnn2C)c2c3c(sc2n1)CCC3,3.1
CCOc1ccc(NC(=O)N(C2CCCCCC2)C2CCN(C(C)=O)CC2)cc1,-3.5
O=C(CC1(O)C(=O)Nc2ccccc21)c1ccccc1O (configuration not stated),-7.3
O=C(Nc1ccnc(-c2cccnc2)n1)c1ccccc1Cl,-0.9
O=C1CCCC2=C1C(c1ccncc1)Nc1ccccc1N2 (configuration not stated),-4.2
CC(=O)OCc1c(F)c(F)c(-n2nc(C)cc2C)c(F)c1F,-6.7
Cc1c(Cc2c(Cl)cccc2Cl)c(=O)ccn1C(C)c1ccccc1 (configuration not stated),-3.7
O=C1CC(=O)CC(c2ccco2)C1,-2.8
CCOc1ccccc1Cn1c(=O)oc2ccc(C)cc21,-1.3
COc1ccc(C2=NN3C(=O)c4c(ccc(OC)c4OC)C3C2)cc1 (configuration not stated),0.5
COc1ccc(Cl)cc1NC(=O)CN1C(=O)CCS(=O)(=O)c2ccccc21,-1.1
CCOc1ccc(N(C(C)C(=O)NC2CCCCCC2)S(C)(=O)=O)cc1 (configuration not stated),2.1
Cn1c(=O)[nH]c(=O)c2[nH]c(NCCCN3CCOCC3)nc21,-2.4
O=S(=O)(Cc1ccccc1)c1cnc2ccccc2n1,-9.2
Cc1ccc(Cn2nnnc2CN2CCC(NC(=O)c3ccc(Br)cc3)CC2)cc1,-6.0
O=C(CC1CCCC1)Nc1ccc2c(c1)CCC2,-12.0
Cc1nnc(SCC(=O)Nc2ccc3c(c2)OCCO3)n1CC1CCCO1 (configuration not stated),-8.0
